CHO parental Ca – counter-screen for OX1R antagonists: effect in parental CHO cells; inhibition, % at 5.6 µM; parental CHO-K1, ATP-induced calcium, Fluo-8 fluorescence; 330,000 tested, 0.63% active;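 active means inhibition above that plate's mean sample inhibition plus 3 SD, cut at about 26% in these data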;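 further: 0% = ATP-challenged DMSO wells and 100% = DMSO wells without ATP; some compounds past the cut are filed as inactive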
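Assay system: untransfected parental CHO cell line. Also added: ATP agonist challenge. Dosing: one dose, 5.6 µM nominal. Measured by: Fluo-8 fluorescence. Read-out: % inhibition. Benchmarks: ATP wells versus no-ATP DMSO wells. Repeats: no replicates.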
TAAR1 agonist – agonists of human TAAR1; Q96RJ0; CHO RD-HGA16 TAAR1, Fluo-8 calcium fluorescence; vehicle wells 0%, saturating PEA agonist 100%; activation, % at 3 µM; 360,000 tested, 0.99% active;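 active means activation above the mean activation of all test compounds in the run plus 3 SD, cut at about 38% in these data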
Target sequence (Q96RJ0 whole entry, looked up): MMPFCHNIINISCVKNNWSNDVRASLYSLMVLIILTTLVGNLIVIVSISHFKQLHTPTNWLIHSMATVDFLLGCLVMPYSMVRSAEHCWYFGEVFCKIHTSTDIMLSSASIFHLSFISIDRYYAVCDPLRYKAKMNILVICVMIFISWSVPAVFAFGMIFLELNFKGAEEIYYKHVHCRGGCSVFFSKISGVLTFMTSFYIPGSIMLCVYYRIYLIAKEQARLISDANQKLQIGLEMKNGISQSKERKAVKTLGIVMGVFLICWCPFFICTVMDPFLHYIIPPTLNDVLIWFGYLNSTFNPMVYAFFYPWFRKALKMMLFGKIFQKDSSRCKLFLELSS
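Test system: RD-HGA16 (CHO) cells co-expressing Gα16 and hTAAR1 / Benchmarks: DMSO vehicle as 0%, PEA at EC100 as 100% / Repeats: no replicates (n 1) / Measure: % activation from peak over basal fluorescence ratio, DMSO-to-PEA scaled / Timing: 17-24 h plating, Fluo-8 75 min 37 °C, 30 min RT / Technique: kinetic Fluo-8 calcium fluorescence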
TAAR1 antag – human TAAR1 antagonism; inhibition, % at 3 µM; CHO RD-HGA16 TAAR1, Fluo-8 calcium fluorescence, antagonist; 360,000 tested, 1.5% active; Q96RJ0;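 active means inhibition above a per-plate cutoff, the mean inhibition of test compounds on that plate plus 3 SD, cut at about 49% in these data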;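 further: 0% = DMSO plus EC80 beta-PEA response and 100% = DMSO alone without agonist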
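Assay system: RD-HGA16 CHO cells with stable hTAAR1 and Gα16 / Reagent: EC80 β-phenethylamine stimulus / Doses: 3 µM, single point / Timing: dye loading 75 min at 37 °C, then 30 min room temperature / Measured by: Fluo-8 intracellular calcium dye fluorescence, real-time kinetic reads / Controls: vehicle wells and EC80 agonist wells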
CHO-K1 Ca antag – M1 antagonist counterscreen hit in parental CHO-K1 cells; ATP-induced calcium, Fluo-8 fluorescence; AID 602250; inhibition, % at 3 µM; 360,000 tested, 0.6% active;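 active means inhibition above a per-plate cutoff, the plate's mean sample inhibition plus 3 SD, cut at about 24% in these data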;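 further: 0% = DMSO plus EC80 ATP and 100% = DMSO alone without ATP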
CHO-K1 Ca PAM – nonselective activator or artifact in parental CHO-K1 calcium assay | ATP EC20, Fluo-8 calcium fluorescence; 0% at ATP EC20, 100% at ATP max | activation, % at 3 µM | 360,000 tested, 0.02% active;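 active means activation above the run cutoff, the mean activation of all test compounds plus 3 SD, cut at about 40% in these data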;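 further: peak over basal fluorescence ratio in a 140 s read after ATP addition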
OXTR potentiate – potentiators of human oxytocin receptor; P30559; CHO-OTR cells, Fluo-8 calcium fluorescence, potentiator mode; 0% = oxytocin EC15, 100% = EC100; activation, % at 3 µM; 320,000 tested, 0.061% active; AID 2445;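 active means activation above that plate's cutoff, the mean activation of tested compounds plus 3 SD, cut at about 6.6% in these data, passing the limit was not always enough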;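 further: 100% uses oxytocin at 75 nM as the full agonist control; some results filed as inactive read as strong as hits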
Target sequence (P30559 whole entry, looked up): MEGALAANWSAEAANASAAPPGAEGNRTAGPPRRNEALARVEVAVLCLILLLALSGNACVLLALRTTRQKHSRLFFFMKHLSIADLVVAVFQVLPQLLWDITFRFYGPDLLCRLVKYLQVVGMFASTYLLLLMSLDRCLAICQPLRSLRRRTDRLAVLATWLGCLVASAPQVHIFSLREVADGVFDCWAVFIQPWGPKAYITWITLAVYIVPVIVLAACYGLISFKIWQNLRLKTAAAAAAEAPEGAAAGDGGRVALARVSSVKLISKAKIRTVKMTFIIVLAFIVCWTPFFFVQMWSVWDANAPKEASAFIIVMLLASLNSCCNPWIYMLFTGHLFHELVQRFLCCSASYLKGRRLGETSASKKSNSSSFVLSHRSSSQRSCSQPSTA
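System: human OTR in CHO cells; Also added: sub-maximal oxytocin, roughly EC15; Timing: compound 6 min at room temperature before oxytocin, 100 s read; Technique: Fluo-8 intracellular calcium fluorescence, ex 470-495, em 515-575 nm; Controls: oxytocin EC15 low and EC100 high; Replication: singlicate.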
M1 antag – blocks human M1 muscarinic receptor; P11229; CHO-K1 hM1, Fluo-8 calcium fluorescence, ACh EC80 antagonist; inhibition, % at 3 µM; 360,000 tested, 1.3% active;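 active means percent inhibition above its own plate's cutoff, namely the mean of that plate's compound wells plus 3 SD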;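 further: peak over basal fluorescence ratio during 140 s after agonist addition; 0% = ACh EC80 plus DMSO and 100% = DMSO alone without agonist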
CHRM1 agonist – agonists of human M1 muscarinic receptor | AID 588814 | activation, % at 3 µM | CHO-K1 hM1, Fluo-8 calcium fluorescence, agonist mode; 0% DMSO, 100% acetylcholine EC100 | 360,000 tested, 0.33% active | P11229;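 active means activation above the run's mean compound activation plus 3 SD, cut at about 16% in these data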;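 further: peak over basal fluorescence ratio within a 140 s kinetic read after compound addition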
M1 ag parental – M1 agonist counterscreen hit in parental CHO-K1 cells. AID 602248. 360,000 tested, 0.48% active. Fluo-8 calcium fluorescence; scaled to maximal ATP response, vehicle zero. activation, % at 3 µM; in the data active means activation above about 15%;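 further: untransfected CHO-K1 host cells lacking M1 receptor as counterscreen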
Active calls of the source: *; . = no result given.

compound | CHO parental Ca | TAAR1 agonist | TAAR1 antag | CHO-K1 Ca antag | CHO-K1 Ca PAM | OXTR potentiate | M1 antag | CHRM1 agonist | M1 ag parental
Cc1cc(C)c2c(=O)[nH]n(C3CCOC(C)(C)C3)c2n1 (stereo not given) | -7 | 0 | -15 | 19 | -9 | 0 | 7 | 5 | -0.2
O=C(CN1CCN(C2CCCCC2)CC1)NCCC1=CCCCC1 | -1 | 6 | -5 | 2 | -10 | 6 | -9 | 45* | -0.1
O=C(NCCCn1ccnc1)c1cc2ccccc2oc1=O | -6 | 2 | -18 | -12 | 21 | 1 | 4 | -11 | 0.4
Cc1ccc(OCc2ccc(C(=O)Nc3cc(C)on3)o2)c([N+](=O)[O-])c1 | 1 | 1 | -20 | 13 | -20 | -3 | 6 | -2 | 0.5
CCc1ccc[n+](-c2[nH]c(=O)sc2/C=N/N=C(\[O-])c2ccncc2)c1 | -7 | 0 | 0 | 3 | 5 | -4 | -6 | -1 | 0.1
NS(=O)(=O)c1ccc(NC(=O)COC(=O)C2CC(=O)N(Cc3ccccc3)C2)cc1 (stereo not given) | -6 | 9 | -10 | -19 | 4 | -5 | -11 | -3 | -0.7
CNS(=O)(=O)c1ccc2c3c(cccc13)C(=O)N2C | -4 | 5 | -1 | -9 | 2 | -4 | -18 | -3 | 0.5
CCOC(=O)C(NC(=O)NCc1ccc(F)cc1)(OCC)C(F)(F)F (stereo not given) | -4 | 14 | -29 | 2 | -4 | -7 | -2 | -5 | 0.2
Cc1nn(C)cc1/C=N\NC(=O)c1ccc2c(c1)c(C)c(C)n2Cc1ccccc1 | -19 | 10 | -1 | 0 | 7 | -9 | -7 | -5 | 0.1
O=C(COC(=O)C1CCCO1)Nc1nc(-c2ccc(F)cc2)cs1 (stereo not given) | -8 | 0 | 8 | -9 | 14 | -2 | -3 | 0 | 0.3
CCc1ccc(NC(=O)C2CCCN(S(=O)(=O)c3ccc4[nH]c(=O)ccc4c3)C2)cc1 (stereo not given) | -19 | 1 | -4 | -2 | -13 | -5 | 16 | -3 | -0.1
Cc1ccc(N2CC(C(=O)Nc3cc(C)ccc3F)CC2=O)cc1 (stereo not given) | -15 | -1 | 10 | -9 | 11 | -3 | -1 | -2 | 0.3
Cc1ccc2c(CSc3nc4nc(C)cc(C)n4n3)cc(=O)oc2c1 | -31 | 0 | -8 | -3 | 16 | -14 | -2 | -6 | 0.5
Cc1ccc(NC(=O)Nc2ccc3c(c2)OCO3)c(OC(F)F)c1 | . | 2 | -7 | 2 | 3 | . | -11 | -1 | 2.0
Cc1cc(/C=C(/C#N)C(=O)Nc2ccc(Cl)cc2)c(C)n1-c1cccnc1 | -6 | 8 | 12 | 5 | 4 | -14 | -3 | -3 | 3.1

Whole records, looked up by structure:
Cc1ccc(OCc2ccc(C(=O)Nc3cc(C)on3)o2)c([N+](=O)[O-])c1 in the list: CHO parental Ca: 1; TAAR1 agonist: 1; TAAR1 antag: -20; CHO-K1 Ca antag: 13; CHO-K1 Ca PAM: -20; OXTR potentiate: -3; M1 antag: 6; CHRM1 agonist: -2; M1 ag parental: 0.5
Cc1ccc2c(CSc3nc4nc(C)cc(C)n4n3)cc(=O)oc2c1 in the list: CHO parental Ca: -31; TAAR1 agonist: 0; TAAR1 antag: -8; CHO-K1 Ca antag: -3; CHO-K1 Ca PAM: 16; OXTR potentiate: -14; M1 antag: -2; CHRM1 agonist: -6; M1 ag parental: 0.5

Two consecutive entries from above:
compound | CHO parental Ca | TAAR1 agonist | TAAR1 antag | CHO-K1 Ca antag | CHO-K1 Ca PAM | OXTR potentiate | M1 antag | CHRM1 agonist | M1 ag parental
Cc1ccc(NC(=O)Nc2ccc3c(c2)OCO3)c(OC(F)F)c1 | . | 2 | -7 | 2 | 3 | . | -11 | -1 | 2.0
Cc1cc(/C=C(/C#N)C(=O)Nc2ccc(Cl)cc2)c(C)n1-c1cccnc1 | -6 | 8 | 12 | 5 | 4 | -14 | -3 | -3 | 3.1

(further entries)
compound | CHO parental Ca | TAAR1 agonist | TAAR1 antag | CHO-K1 Ca antag | CHO-K1 Ca PAM | OXTR potentiate | M1 antag | CHRM1 agonist | M1 ag parental
C#CCn1c(=NC(=O)CN2C(=O)CCC2=O)sc2cccc(C)c21 | -8 | 2 | -16 | 3 | -8 | -1 | 5 | -4 | 0.4
O=C(Nc1ccc([N+](=O)[O-])cc1)C1COc2ccccc2O1 (stereo not given) | 15 | 4 | 19 | 10 | -12 | -13 | -5 | -4 | 1.1
N=c1n(Cc2ccccc2)c2ccccc2n1CC(O)COc1ccc(Cl)cc1Cl (stereo not given) | . | 47* | 23 | 1 | 8 | . | 8 | 0 | 2.5
O=C(Nc1ccc(S(=O)(=O)NC2=NCCCCC2)cc1)c1cccc(OC(F)F)c1 | . | 1 | 4 | 0 | -7 | . | 1 | -5 | 0.7
CC(=O)Nc1ccc(NC(=O)CCc2nc3ccccc3c(=O)[nH]2)cc1 | 0 | 2 | 4 | -9 | 25 | 4 | -5 | -8 | 0.9
COc1ccc(OC)c(Nc2ncnc3sccc23)c1 | -13 | -2 | -8 | 0 | -19 | -3 | -19 | 3 | -1.1
Cc1ccc(CC(=O)OCC(=O)c2ccc[nH]2)cc1C | -1 | 0 | 2 | -4 | -22 | -5 | 0 | -1 | 0.3
CCCCCCCCCOC1OC(CO)C(O)C(O)C1NC(C)=O (stereo not given) | -3 | 3 | -8 | -8 | 15 | -4 | 0 | -3 | -0.1
CCN(Cc1ccncc1)C(=S)Nc1ccccc1C | . | 2 | -8 | -2 | 21 | . | -4 | -3 | 0.6
COc1ccc(OCC(=O)Nn2c(-c3ccc(OC)cc3)nc3ccccc3c2=O)cc1 | -23 | 8 | 11 | -21 | 30 | -6 | -14 | 4 | 1.4
O=C(Cn1c(=O)cnc2ccccc21)Nc1cccc(S(=O)(=O)N2CCCCC2)c1 | -14 | 7 | 1 | 8 | -21 | -7 | 21 | -2 | 0.8
CC(C)CCn1nc(C(=O)OCC(=O)NC(C)c2ccccc2)c2ccccc2c1=O (stereo not given) | . | 0 | -31 | 7 | -20 | . | 11 | -3 | -1.1
Cc1cccc(C)c1NC(=O)C(=O)NCCCN1CCOCC1 | -13 | 7 | -3 | -7 | 26 | -4 | -5 | -8 | 0.5
O=C(c1ccccc1NS(=O)(=O)c1cccs1)N1CCOCC1 | -3 | 0 | 6 | -8 | 14 | -3 | -6 | -1 | 0.0
CC1(C)C(=O)N(CCN2CCC(C(=O)c3ccc(F)cc3)CC2)c2ccccc21 | -14 | 13 | 87* | 7 | 9 | -10 | -6 | 2 | 11

Further structures:
compound | CHO parental Ca | TAAR1 agonist | TAAR1 antag | CHO-K1 Ca antag | CHO-K1 Ca PAM | OXTR potentiate | M1 antag | CHRM1 agonist | M1 ag parental
Cc1ccccc1NS(=O)(=O)c1nnc(NC(=O)C(C)C)s1 | -5 | 7 | -5 | 4 | 25 | -3 | 18 | -5 | 0.5
Cc1c(C(=O)N(C)Cc2ccc(F)cc2)sc(=O)n1Cc1ccccc1C#N | . | 4 | 5 | 10 | 11 | . | -12 | 0 | 0.0
CC(C)CNC(=S)NC(=O)c1csc([N+](=O)[O-])c1 | -20 | -2 | -7 | -6 | 11 | -7 | 6 | -3 | 4.3
COc1cc(C(=O)NC2CC(C)(C)Cc3c2cnn3-c2ccccc2)cc(OC)c1OC (stereo not given) | -11 | -1 | -36 | -7 | 9 | -4 | -11 | -3 | -0.1
COc1cc(/C=C(\C#N)C(=O)NCc2cccs2)ccc1O | -9 | 6 | 8 | -4 | 1 | 4 | -6 | 3 | 0.9
O=C(c1ccccc1Cl)N1CCC(c2nc3c(nnn3Cc3ccco3)c(=O)[nH]2)CC1 | -13 | 0 | -10 | 6 | 9 | -4 | -12 | -1 | -0.1
Cc1cc(-c2c(C)[nH]n(-c3ccc(Cl)cc3)c2=O)n[nH]1 | -9 | 10 | -3 | -11 | 21 | -17 | -10 | 8 | 1.2
CCN(CC)S(=O)(=O)c1ccc(C(=O)Nc2cccc(C)c2)cc1 | -22 | 5 | 9 | -28 | 11 | -7 | -4 | -7 | 5.1
Cc1ccc(CSc2cc(C)[nH]c(=O)n2)cc1 | -2 | -1 | -44 | 11 | -4 | -10 | 19 | -1 | 0.1
COc1cccc(/C=C2\Sc3ccc(C(=O)NCC4CCCO4)cc3N(C)C2=O)c1 (stereo not given) | 2 | 3 | 22 | -3 | -15 | -7 | -2 | -1 | 4.6
Cc1ccc(C(=O)N2CC(C(=O)O)C2)cc1 | -13 | 5 | -7 | -3 | 3 | -11 | -11 | -6 | -0.1
COc1ccc(CNC(=O)C2CCCN2S(=O)(=O)c2ccccc2)cc1 (stereo not given) | -12 | 1 | 4 | -21 | 27 | -6 | -3 | -5 | 1.5
Cc1ccc2c(C)nc(Nc3nc(CSc4nc5ccccc5[nH]4)cc(=O)[nH]3)nc2c1 | -31 | 5 | 7 | -21 | 12 | -6 | -34 | -8 | 3.1
O=C(Cc1csc(-c2ccccc2)n1)NCc1cccs1 | -16 | -1 | -4 | -13 | 15 | -12 | 9 | -5 | 1.1
COc1ccc(OC)c(S(=O)(=O)N2CCC(NC(=O)c3ccccc3)CC2)c1 | -15 | 2 | 5 | 0 | 2 | -3 | -7 | -4 | 1.3

New compounds follow
compound | CHO parental Ca | TAAR1 agonist | TAAR1 antag | CHO-K1 Ca antag | CHO-K1 Ca PAM | OXTR potentiate | M1 antag | CHRM1 agonist | M1 ag parental
Cc1cc(C)nc(SCCC(=O)N2CCOCC2)n1 | -15 | 0 | 6 | -18 | 18 | 0 | -19 | 0 | 1.5
Cc1ccc(S(=O)(=O)/N=C(\CN2CCCCC2)N2CCOCC2)cc1 | -10 | -3 | -10 | -19 | 19 | -5 | -23 | -2 | 0.1
CCn1c(SCC(=O)Nc2c(C)n(C)n(-c3ccccc3)c2=O)nnc1-c1cccc(C)c1 | -14 | 6 | -1 | -10 | 18 | -9 | 2 | -6 | 0.2
S=c1[nH]nc(-c2ccco2)n1-c1ccccc1Cl | -9 | 0 | -4 | -17 | 16 | -13 | 0 | -1 | 0.4
CS(=O)(=O)N1CCN(c2ccccc2NC(=O)c2ccc3ccccc3c2)CC1 | -18 | 12 | 33 | 2 | 1 | -18 | -19 | -3 | 2.1
O=C(NC1C(=O)NNC1c1ccccc1)c1ccc(F)cc1 (stereo not given) | 3 | 4 | 9 | -1 | -5 | -10 | -23 | -2 | 0.2
C=CCc1cc(C)ccc1OCCn1ccnc1 | 3 | 3 | -7 | -6 | 18 | -3 | -31 | -6 | 0.3
COc1ccc(OC)c(C(=O)CSc2nnc(Cc3cccs3)n2C)c1 | -12 | 8 | -10 | 1 | 7 | -15 | -2 | -6 | 0.3

Screening results as filed in PubChem.
